Screening data deposited in PubChem by several laboratories.
HTRA1 inhibitor: blocks human HTRA1 serine peptidase. 0.5% of 340,000 active. AID 504803. recombinant HTRA1, FP-rhodamine activity-based probe, fluorescence polarization. inhibition, % at 5.96 µM; in the data active = inhibition above about 36%;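 note: 0% = enzyme with DMSO and 100% = wells lacking enzyme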
rCAG RNA binder: r(CAG) repeat RNA binding; TO-PRO-1 dye displacement fluorescence; inhibition, % at 3 µM; 1.3% of 370,000 active; AID 651821;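 active = inhibition above the plate cutoff, the mean of all test compounds on that plate plus 3 SD, cut at about 35% in these data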;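 note: 0% = DMSO alone and 100% = 100 µM mitoxantrone as full dye displacement; higher means more dye released from RNA so lower well fluorescence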
MBD2 DNA inh: MBD2-methylated oligo binding inhibition. Q9UBB5. TR-FRET, MBD2 binding to methylated oligonucleotide. inhibition, % at 4.4 µM. 0.31% of 370,000 active; in the data active = inhibition above about 13%
NPR1 activator: GC-A (human) enzyme activation; P16066; HEK293 GC-A cells, cGMP TR-FRET, EC30 ANP; 0% at EC30 ANP, 100% saturating ANP; activation, % at 10 µM; 0.14% of 370,000 active; AID 1671463; in the data active = activation above about 40%
PRMT1 FP inh: PRMT1 (human) inhibition, primary screen; Q99873; recombinant PRMT1, activity-based probe fluorescence polarization; inhibition, % at 2.79 µM; 1.3% of 370,000 active;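 active = inhibition above about 21% made by adding two undisclosed values, limit read from the data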
UHRF1 MBD2 ctr: blocks human UHRF1 binding to methylated DNA; Q96T88; UHRF1 binding to methylated oligo, TR-FRET; inhibition, % at 4.4 µM; 0.75% of 370,000 active; AID 687016; in the data active = inhibition above about 21%;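 note: UHRF1 SRA domain binding a hemimethylated CpG hairpin DNA probe; 0% = median of test compound wells and 100% = reference inhibitor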
ABHD4 inh: ABHD4 (mouse) inhibition, primary FP screen | inhibition, % at 8.92 µM | purified mABHD4, FP-Rh probe fluorescence polarization | 0.54% of 370,000 active;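 active = inhibition exceeding the mean over every tested compound plus 3 SD, cut at about 30% in these data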;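 note: 0% = plate median of compound wells and 100% = S159A mutant with DMSO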
Target sequence (Q8VD66 whole entry, looked up): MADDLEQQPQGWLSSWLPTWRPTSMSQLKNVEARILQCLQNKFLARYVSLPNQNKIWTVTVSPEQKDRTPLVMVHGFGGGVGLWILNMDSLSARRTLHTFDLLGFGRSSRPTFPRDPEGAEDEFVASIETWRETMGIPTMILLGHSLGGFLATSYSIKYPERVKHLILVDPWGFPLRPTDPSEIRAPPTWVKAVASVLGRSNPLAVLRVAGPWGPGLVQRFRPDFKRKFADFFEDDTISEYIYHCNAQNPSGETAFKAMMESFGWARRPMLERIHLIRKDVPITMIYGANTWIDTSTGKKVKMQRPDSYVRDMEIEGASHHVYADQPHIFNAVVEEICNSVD
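Test system: mABHD4 protein | Buffer or medium: HEPES pH 7.0 buffer, 150 mM NaCl, 0.01% Pluronic F-127 | Probe or stimulus: FP-Rh fluorescent activity-based probe, added after compound pre-incubation | Timing: Pre-incubation 45 min, probe exposure 60 min, at 25 °C | Technique: Fluorescence polarization, excitation 525 nm, emission 598 nm, BODIPY TMR filters | Repeats: Single well per compound (singlicate)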
NPR2 activator: GC-B (human) receptor activation | P20594 | HEK293-GC-B cells, CNP EC30, cGMP TR-FRET; 0% at EC30 CNP, 100% saturating CNP | activation, % at 10 µM | 0.11% of 370,000 active | AID 1920062;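 active = activation at 10 µM reaching about 35% in either raw or pattern-adjusted values, limit read from the data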
SIAE inh: inhibitors of human sialic acid acetylesterase SIAE; SIAE FP-Rh probe binding, fluorescence polarization; Q9HAT2; AID 1053197; inhibition, % at 9.66 µM; 0.69% of 370,000 active;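 active = inhibition above a cutoff: mean of compounds within the control limits plus 3 SD of those, cut at about 17% in these data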;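 note: 0% = plate median of compound wells and 100% = probe without SIAE protein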
Target sequence (Q9HAT2 whole entry, looked up): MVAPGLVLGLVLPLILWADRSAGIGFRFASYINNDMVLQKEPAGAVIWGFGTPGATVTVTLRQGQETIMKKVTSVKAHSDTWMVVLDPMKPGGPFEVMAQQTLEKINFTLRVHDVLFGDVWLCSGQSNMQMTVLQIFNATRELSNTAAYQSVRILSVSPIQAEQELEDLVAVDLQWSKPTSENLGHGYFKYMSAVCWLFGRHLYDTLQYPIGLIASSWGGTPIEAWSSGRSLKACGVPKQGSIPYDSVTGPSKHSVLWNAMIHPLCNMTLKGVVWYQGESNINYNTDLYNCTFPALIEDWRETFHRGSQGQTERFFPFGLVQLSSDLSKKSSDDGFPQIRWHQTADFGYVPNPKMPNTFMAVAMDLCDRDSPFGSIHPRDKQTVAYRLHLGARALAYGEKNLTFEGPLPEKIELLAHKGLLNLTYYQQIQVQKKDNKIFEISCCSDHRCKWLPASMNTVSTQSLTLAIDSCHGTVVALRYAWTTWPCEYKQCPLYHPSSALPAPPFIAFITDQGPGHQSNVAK
TCR CD3 inh: blocks the human TCR-CD3 interaction | TAMRA-labeled TCR probe fluorescence, biochemical | inhibition, % at 9.4 µM | 0.37% of 360,000 active; in the data active = inhibition above about 19%;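 note: recombinant mutant TCR 2C K166C tagged with TAMRA read by polarization; 0% = receptor in buffer alone and 100% = receptor with positive control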
* marks the source's active call; other numbers are inactive results; . = not tested or not shown; & = joins results of further samples. Some of the compounds tested; count on the stated rates, not on these rows.

SMILES | HTRA1 inhibitor | rCAG RNA binder | MBD2 DNA inh | NPR1 activator | PRMT1 FP inh | UHRF1 MBD2 ctr | ABHD4 inh | NPR2 activator | SIAE inh | TCR CD3 inh
Cc1ccc(S(=O)(=O)CCC(=O)Nc2ccccc2Br)cc1 | 2 | -1 | -1 | -3 | -7 | -1 | 2 | -3 | 0 | 8
Cc1cc(NC(=O)C2CC=CCC2C(=O)O)ccc1NC(=O)c1ccccc1 (stereo not given) | 6 | 0 | 0 | 3 | 1 | -1 | 5 | 2 | 3 | -6
CC(C)(C)c1cnnn1-c1ccc(-c2csc(N)n2)cc1 | -8 | -4 | 0 | . | 0 | -2 | -3 | . | 4 | 3
CN(C)CCCNc1nc(-c2ccccc2)c2c(c1C#N)CC(C)(C)OC2 | -1 | -4 | -3 | 0 | -2 | 0 | -2 | -4 | 0 | 5
CCOC(=O)c1ccc(S(=O)(=O)N2CCN(C3CC(=O)N(c4ccccc4C(F)(F)F)C3=O)CC2)cc1 (stereo not given) | -5 | 1 | -2 | 0 | 0 | 2 | -3 | 3 | 1 | 6
Cc1ccc(CNC(=O)C(=O)NCC2CCCN2S(=O)(=O)c2cc(C)ccc2C)cc1 (stereo not given) | -21 | -4 | 1 | 3 | -4 | 3 | -3 | 4 | 4 | -4
O=C(NC(c1ccc(Cl)cc1)c1ccsc1)C1CCN(Cc2cccc(Cl)c2)CC1 (stereo not given) | . | 2 | 0 | -1 | -11 | -1 | 7 | -3 | -15 | -1
COc1ccc(CNc2nc3c(c(=O)[nH]c(=O)n3C)n2CCCc2ccccc2)cc1 | 0 | 2 | -2 | 12 | -2 | 0 | 1 | 10 | 3 | 4
OC(COc1ccccc1CNCc1cccnc1)CN1CCc2ccccc2C1 (stereo not given) | -1 | -1 | 0 | 1 | 0 | -4 | -3 | 5 | -1 | -4
COc1ccc(CC(=O)NCC2CCCCC2)cc1OC | 1 | -6 | 2 | 0 | -2 | 2 | -2 | 4 | -9 | 0
COc1ccc2nc3cc([N+](=O)[O-])ccc3c(NNc3ccc([N+](=O)[O-])cc3)c2c1 | 13 | 8 | -3 | -6 | -3 | -3 | 13 | 7 | 5 | 5
C=CCn1c(P(C)(=O)O)nc2ccccc21 | 4&0 | 0&-1 | 2&6 | 7&-3 | 0&1 | -1&2 | -7&9 | 3&1 | 1&-4 | 5&-4
CC(=O)N1CC(C(=O)Nc2ccc3c(c2)OCO3)Oc2ccccc21 (stereo not given) | 17 | 11 | -4 | -1 | 4 | -2 | 19 | -6 | 6 | -2
COc1ccc(C2CC(c3ccccc3)=NN2C(=O)COC(=O)c2cccc(O)c2)cc1 (stereo not given) | -18 | 10 | 2 | 3 | 1 | -1 | -10 | 14 | -5 | 6
O=C(O)CCSc1nnc(-c2ccccc2)n1-c1ccccc1 | 3 | 5 | 4 | 5 | 4 | 2 | 5 | 4 | 1 | 0
CCCCNC(=O)CN1C(=O)NC2NC(=O)NC21 (stereo not given) | 0 | 0 | -7 | 2 | -4 | 0 | -3 | 4 | 2 | 8
CCOC(=O)Cn1cnc(-c2ccc([N+](=O)[O-])cc2)c1 | 0 | -2 | 1 | -2 | 0 | -1 | 9 | -3 | 4 | 0
Cn1c(N)c(C(=O)COC(=O)Cc2ccccc2F)c(=O)n(C)c1=O | 5 | 2 | 1 | 5 | -1 | 0 | -4 | -4 | 1 | 8
NC(Cc1ccc(C(F)(F)F)cc1)c1csc(Nc2cc(Oc3ccccc3)ncn2)n1 (stereo not given) | . | 15 | 10 | -5 | 6 | 4 | 1 | -2 | -8 | -7
O=C(CCc1ccccc1)N[C@H]1[C@H](OC(=O)c2ccco2)CCC[C@@]12C(=O)N(Cc1ccccc1)c1ccccc12 | . | 5 | 1 | -5 | -3 | -4 | -8 | -1 | -7 | .
COc1cc(Cl)ccc1OCc1cc(C(=O)N2CCN(C3CCCCC3)CC2)no1 | -5 | -1 | -9 | -1 | -3 | 1 | -7 | 3 | -6 | -9
CCOC(=O)C1CCCN(C(=O)COc2ccc(S(=O)(=O)N(CC)c3ccccc3)cc2)C1 (stereo not given) | -1 | -3 | 4 | 2 | -1 | 0 | 2 | 0 | -1 | 4
COC(=O)/C(C#N)=C/c1c(Oc2cc(C)cc(C)c2)nc2ccccn2c1=O | . | 0 | 2 | -2 | -1 | 1 | -1 | -6 | -1 | -2
O=[n+]1cc(-c2ccc(Cl)cc2)n([O-])c2c1CCCCC2 | -6 | 0 | -4 | 1 | 1 | -1 | -2 | 1 | -3 | 3
COc1ccc(C(C(=O)NCc2ccccc2)N(Cc2cccnc2)C(=O)c2snc(C(N)=O)c2N)cc1OC (stereo not given) | -7 | -1 | -4 | 0 | -1 | -1 | -3 | -4 | -5 | 7
O=C(NCC1CCCO1)c1cccc(S(=O)(=O)NCc2ccccc2)c1 (stereo not given) | 6 | 0 | -1 | -4 | 4 | -1 | 2 | 3 | -4 | -5
O=C(OCCN1CCCCC1)C1(c2ccccc2)CCCC1 | -3 | -4 | -2 | -6 | -2 | -4 | 8 | -2 | 1 | 6
Cc1cccc(OCCCC(=O)NC(C)c2ccccc2)c1 (stereo not given) | -9 | -8 | -3 | 0 | 0 | 3 | 0 | 2 | -1 | -3
CCC[N+](C)(C)C(C)C(OC(C)=O)c1ccccc1 (stereo not given) | 6 | -2 | -2 | -1 | 1 | -1 | 0 | -2 | 4 | -2
c1ccc(Oc2cccc(OCCCCN3CCCC3)c2)cc1 | 2 | 1 | 2 | -1 | 3 | 0 | 11 | -4 | -6 | 7
O=C(/C=C/c1cccc([N+](=O)[O-])c1)Nn1c(-c2ccccc2F)nc2ccccc2c1=O | -1 | 12 | -2 | -2 | 1 | 7 | -6 | -2 | 0 | -3
O=C(O)c1cccc(NC(=O)c2ccc(N3C(=O)c4ccc(C(=O)Nc5cccc(C(=O)O)c5)cc4C3=O)cc2)c1 | 6 | 3 | -4 | 1 | -2 | -2 | 8 | 0 | 3 | -5
Fc1ccccc1/C=N/Nc1cc(N2CCCCC2)ncn1 | 1 | -1 | -6 | 2 | 7 | 0 | 3 | 3 | -5 | -9
CC(C)C1C(=O)N(Cc2cn(CCC3OCCCO3)nn2)CCS(=O)(=O)N1Cc1ccc(-c2cccc(N(C)C)c2)cc1 (stereo not given) | -4 | 6 | 3 | 2 | 0 | -3 | 1 | 0 | 2 | -1
Cc1sc2nc(SCC(=O)Nc3ccc(S(=O)(=O)NCCCC(=O)O)cc3)[nH]c(=O)c2c1C | 5 | 31 | -7 | 1 | 0 | -2 | 16 | -3 | 0 | 11
Cc1ccc(NC(=O)CCN2C(=O)c3ccccc3S2(=O)=O)cc1C | -4 | -2 | 0 | -6 | -1 | -1 | 2 | -4 | 3 | 6
O=C(N/N=C/c1cccs1)c1ccccn1 | -3 | -2 | 0 | 3 | -4 | -5 | 3 | 2 | 1 | 3
CC(=O)Nc1ccc(S(=O)(=O)N(C)CC(=O)OCC(=O)c2cc(C)n(-c3ccc4c(c3)OCO4)c2C)cc1 | -19 | 14 | -1 | -1 | -2 | 18 | -34 | -2 | -6 | 0
COc1ccc(-c2cc(NC=O)c3ncc(-c4cccc(C(=O)NCCN(C)C)c4)n3c2)cc1 | . | 11 | 4 | 0 | -1 | 3 | -4 | 0 | -6 | -11
CCOC(=O)c1cnc2ccc(OCC)cc2c1NCCN1CCOCC1 | -5 | -12 | -1 | 16 | 1 | 1 | 0 | 0 | -8 | -5
CC(=O)c1cn(CC(=O)Nc2ccccc2C(F)(F)F)c2ccccc12 | 22 | -2 | 3 | 6 | 3 | 1 | -2 | -1 | -1 | -2
COCCNC(=O)/C(C#N)=C/c1ccc(OCc2ccc(F)cc2)cc1 | -12 | -4 | -4 | 11 | -23 | 0 | -10 | -1 | -6 | 7
CSC1=NC2(CC(c3ccccc3)Oc3cc(O)ccc32)CC(C)(C)N1 (stereo not given) | 0 | -5 | -2 | 36 | -3 | -3 | 3 | -16 | -9 | 3
Cc1cc(C)c(S(=O)(=O)NCc2csc(C)n2)c(C)c1 | 1 | -6 | 0 | 0 | -4 | -1 | 4 | 2 | 1 | 8
CCOC(=O)C1=C(CSc2nc3c(cc2C#N)CN(C)CC3)OC(N)=C(C#N)C1c1ccc(F)cc1 (stereo not given) | 23 | 50* | 1 | -2 | 10 | -2 | 16 | -1 | 11 | 11
O=S(=O)(Nc1cccc(S(=O)(=O)N2CCOCC2)c1)c1ccc(Cl)s1 | -6 | 8 | 4 | -2 | -1 | 5 | -5 | 1 | -2 | 7
CCOC(=O)C1CCN(C(=O)CSc2nnc(-c3ccco3)n2-c2ccccc2)CC1 | 0 | -8 | 2 | 1 | 4 | 8 | -6 | -2 | 2 | -7
Nc1[nH]c(C(=O)c2ccccc2)c(-c2ccc(Br)cc2)c1C(=O)NCCCN1CCOCC1 | . | . | -4 | -1 | -3 | 0 | 2 | -3 | 9 | .
CCN(CC)C(=O)C1=C(C)N(Cc2ccccc2)C(=O)C(CC(=O)NC2CC2)C1 (stereo not given) | -4 | 0 | -1 | 0 | -10 | -1 | 7 | -5 | 4 | 4
CC(C)NC(=O)C1CCCN(S(C)(=O)=O)C1 (stereo not given) | 9 | -3 | 3 | 1 | -2 | 0 | 4 | 2 | 4 | -5
Cc1cc(C)c(NC(=O)CNC(=O)CNC(=O)C2CCCCC2)c(C)c1 | 4 | 5 | 1 | 0 | -1 | -2 | 6 | 1 | -1 | 6
OCC1(Cc2ccccc2)CCN(C2CCN(c3ccc(F)c(F)c3)CC2)CC1 | 4 | -4 | 7 | -6 | -4 | 2 | -8 | -6 | 6 | 0
O=C(CCCCn1cnc2c(=S)nc[nH]c21)Nc1ccc(C(=O)O)cc1 | 6 | 2 | 2 | 14 | 30* | 3 | -3 | 3 | 1 | -11
COc1cc(C(=O)NCCc2ccc(S(N)(=O)=O)cc2)ccc1OCc1c(C)noc1C | -4 | 4 | -2 | -1 | 2 | 2 | 4 | -4 | -8 | -4
COC(=O)[C@]12CCCCC=C1N(CCC1=CCCCC1)C(=O)[C@H](CC(=O)N1CCN(C(=O)C3CC3)CC1)C2 | . | 1 | 2 | -1 | -1 | 0 | 1 | 4 | 0 | 7
O=C(O)CSCc1nc2ccccc2s1 | 3 | 1 | -3 | 1 | 5 | 0 | 1 | 0 | 5 | -3
Cc1ccc(S(=O)(=O)N2CCCc3ccccc32)cc1 | -6 | -1 | 3 | -2 | 1 | 2 | 4 | 2 | 3 | -9
COc1ccc(C(=O)c2c3ccc(C(F)(F)F)cc3[n+]([O-])n2CCCC(N)=O)cc1 | 4 | 0 | -1 | 2 | 1 | 1 | -3 | 9 | 6 | -6
Cc1oc(CC(C)C)cc1C(N)=O | 1 | 0 | 5 | 0 | -2 | 26* | -3 | 2 | 5 | 10

A draw from above in order of length of the SMILES, lowest first.
SMILES | HTRA1 inhibitor | rCAG RNA binder | MBD2 DNA inh | NPR1 activator | PRMT1 FP inh | UHRF1 MBD2 ctr | ABHD4 inh | NPR2 activator | SIAE inh | TCR CD3 inh
Cc1oc(CC(C)C)cc1C(N)=O | 1 | 0 | 5 | 0 | -2 | 26* | -3 | 2 | 5 | 10
COc1cc(C(=O)NCCc2ccc(S(N)(=O)=O)cc2)ccc1OCc1c(C)noc1C | -4 | 4 | -2 | -1 | 2 | 2 | 4 | -4 | -8 | -4
COc1ccc(C(=O)c2c3ccc(C(F)(F)F)cc3[n+]([O-])n2CCCC(N)=O)cc1 | 4 | 0 | -1 | 2 | 1 | 1 | -3 | 9 | 6 | -6
